Screening results deposited in PubChem BioAssay by National Center for Advancing Translational Sciences (NCATS).
N370S GC mod: inhibits or activates N370S mutant glucocerebrosidase. P04062. N370S GC spleen homogenate, 4MU-glucoside fluorescence. Potency, µM (doses to about 59.4 µM), for inactives: top-dose activity change, negative = inhibition, most hits filed as inhibitors. actives 0.092% (n = 330,000);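 note: 0% = full enzyme activity and -100% = no enzyme basal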
TDP1 cell CPT: growth inhibition of DT40 Tdp1-/-;hTDP1 cells with camptothecin (screen for TDP1 inhibitors); chicken DT40 Tdp1-/-;hTDP1 cells + 20 nM CPT, ATP luminescence, 48 h; Potency, µM (top dose mostly 46.2 µM), without a hit: top-dose activity change, negative = growth inhibition, most hits filed as inhibitors; actives 12% (n = 420,000); note: nearly all actives have a fitted effect of over 55% in size
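Chicken DT40 Tdp1-/- cells stably complemented with human TDP1 were seeded at 400 cells/well in medium containing 20 nM camptothecin, exposed to pin-transferred compounds, and grown at 37 °C for at least 48 hr. Viability was read as ATP luminescence.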
FEN1 inhibitor: inhibitors of human flap endonuclease 1. Recombinant FEN1 flap cleavage, fluorescence, 15 min. Potency, µM (series often up to 114 µM), without a hit: at the top dose activity change, negative = inhibition, most hits filed as inhibitors. actives 0.35% (n = 390,000); note: nearly all actives have a fitted effect of over 65% in size
Target sequence (P39748 whole entry, looked up): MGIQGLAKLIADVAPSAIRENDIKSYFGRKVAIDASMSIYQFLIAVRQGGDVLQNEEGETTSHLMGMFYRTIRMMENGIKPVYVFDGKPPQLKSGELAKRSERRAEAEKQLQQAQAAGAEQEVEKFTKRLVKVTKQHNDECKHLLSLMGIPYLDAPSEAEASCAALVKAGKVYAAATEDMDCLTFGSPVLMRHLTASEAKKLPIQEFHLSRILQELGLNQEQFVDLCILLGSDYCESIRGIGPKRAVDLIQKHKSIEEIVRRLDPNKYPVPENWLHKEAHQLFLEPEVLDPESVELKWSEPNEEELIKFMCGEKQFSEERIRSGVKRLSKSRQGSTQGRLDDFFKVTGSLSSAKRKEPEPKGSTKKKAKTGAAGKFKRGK
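Steps: FEN1 (10 nM) dispensed; compound added by pin tool; 15 min at room temperature; substrate added to 50 nM final; reads at 0 min and 15 min; data normalized and fitted (four-parameter Hill).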
Numbers without * were called inactive; u = inconclusive; x = no result given; & = joins results of further samples; [ ] = remark or other dose. Calls come from the whole dose curve; as a rule, active = well fitted curve in the direction sought with a large enough effect; inconclusive = small, poorly fitted or top-dose-only effect, or another doubt; inactive = no such curve, though single readings can be large; an effect the other way counts as inactive or inconclusive. Unless noted, % is set by controls: 0 for no effect and ±100 for the full control effect; potency is the fitted concentration of half-maximal effect. The list is partial. The share of hits here may be higher or lower than overall.

SMILES	N370S GC mod	TDP1 cell CPT	FEN1 inhibitor
COc1ccc(C(C)(C)C)cc1NC(=O)COc1ccc(-c2nnco2)cc1	x	u	-8%
COc1ccc(CC(=O)Nc2nc(-c3ccc(F)c(F)c3)cs2)cc1OC	2%	10µM*	-7%
COc1ccc(NC(=O)c2cnc[nH]2)cc1	x	-28%	-4%
CN(C(=O)CN1C(=O)CCSc2ccc(S(=O)(=O)N3CCCC3)cc21)c1ccccc1	-1%	u	-13%&-10%
COc1ccc(OC)c(CN2CCC(C(=O)N3CCOCC3)CC2)c1	-6%	-2%	4%
CCC(C)c1ccc(NC(=S)NCc2cccs2)cc1 (stereo unspecified)	26%	u	-12%
Cc1ccc(-c2nn3c(=O)cc(CN4CCN(C(=O)Nc5cc(Cl)ccc5C)CC4)nc3s2)cc1	x	u	18%
CSc1nc(N)nc2c1ncn2CC(=O)NCCCN1CCCC1=O	x	-23%	-3%
COc1cccc(/C=C2\SC(=S)N(N3CCOCC3)C2=O)c1OC	-1%	3%	-12%
Cc1ccc(C(=O)NC(=S)NNC(=O)CC#N)cc1	-2%	1%	3%
CCC(CC)C(=O)Nc1nnc(SCC(=O)NC2CC2)s1	-22%	0%	0%
COc1ccc(OC)c(CCNC(=O)c2csc3c2CCCCC3)c1	x	u	0%
O=C(NCc1ccco1)C1CC(=O)N(c2ccc(F)cc2)C1 (stereo unspecified)	-1%	3%	-9%
CCOC(=O)c1cc2c(nc1NC(=S)NCc1ccccc1)CCCC2	9%	10%	5%
C/C(=C\CCC1(C)C2CC3C(C2)C31C)C(=O)O (stereo unspecified)	17%	7%	-3%

The last two records of the section above lead into the next:
SMILES	N370S GC mod	TDP1 cell CPT	FEN1 inhibitor
CCOC(=O)c1cc2c(nc1NC(=S)NCc1ccccc1)CCCC2	9%	10%	5%
C/C(=C\CCC1(C)C2CC3C(C2)C31C)C(=O)O (stereo unspecified)	17%	7%	-3%
CC1Cc2ccccc2N1C(=O)CSc1nnc(-c2ccccc2Cl)o1 (stereo unspecified)	x	26µM*	-15%
CCn1c(SCC(=O)NC2CCCC2)nnc1-c1ccncc1	-12%	5%	-3%
CSc1ccc(CC2C(=O)Nc3ccccc32)cc1 (stereo unspecified)	x	u	-11%
C(=N\N1CCN(c2ccccn2)CC1)/c1cccc2ccccc12	0%	-20%	-7%
CCOc1ccc(-n2c(=O)c3c4c(sc3n(CC(=O)NC(C)CC)c2=O)CCCCC4)cc1 (stereo unspecified)	x	-3%	-9%
Cc1cc(C)nc(Nc2nc3ccccc3o2)n1	-2%	-3%	0%
CC(=O)Nc1ccc(NC(=O)c2cc(-c3ccc(C)c(C)c3O)n[nH]2)cc1	-1%	-29%	-17%
O=S(=O)(N1CCCCC1)N1CCN(S(=O)(=O)N2CCCCC2)CC1	1%	14%	-5%
Cn1nnnc1SCC(=O)Nc1ccccn1	-13%	1%	-4%
Cc1cc2oc(=O)cc(-c3ccccc3)c2c(C)c1-c1ccc(N(C)C)cc1	13%[89.1 µM]	u	-14%
Cc1ccc2nsnc2c1NC(=O)c1ccc2c(c1)OCCO2	4%	-13%	11%
O=C(O)C1CC=CCC1C(=O)Nc1cccc([N+](=O)[O-])c1 (stereo unspecified)	0%	9%	-9%
Cc1ncoc1C(=O)Nc1ccc(Oc2ccccc2)cc1	-14%	-21%	-22%
CCC1(c2ccc(F)cc2)NC(=O)N(CC(=O)N2c3ccccc3NC(=O)CC2C)C1=O (stereo unspecified)	x	-11%	16%
CCN(Cc1ccncc1)C(=O)[C@@H](CO)c1ccccc1	-6%	21%	x
Nc1ccccc1/C=C/c1ccnc2ccccc12	x	5µM*	-21%
CCOc1ccc(Nc2nc3ccccc3n3c(CC)nnc23)cc1	x	u	-21%
O=C(COC(=O)c1ccccc1O)Nc1ccc(N2CCOCC2)cc1	x	-10%	-11%
O=S(=O)(c1ccc(F)c(Cl)c1)N1CCCC1	3%	7%	-5%
CS(=O)(=O)N1CCN(C(=O)CCc2ccccc2)CC1	-8%	5%	-6%
CCCC1CC(C(=O)Nc2ccccc2)C(=O)O1 (stereo unspecified)	x	8%	-5%
CCCSc1nc2c([nH]c3ccccc32)c(=O)n1C	x	u	13%
COc1ccc(C(=O)NCCSc2ccccc2)cc1	-4%	-13%	-5%
Cc1ccc(NC(=O)CCc2nc3ccccc3s2)c(O)c1	7%	-6%	2%
O=C(c1n[nH]c(=O)c2ccccc12)N1CCN(C2c3ccccc3-c3ccccc32)CC1	24%	u	-19%
COCCCNC(=O)c1sc2nc(C)c(C(=O)Nc3ccc(C)cc3C)c(-c3ccc(Cl)cc3)c2c1N	x	u	-10%
CCCCC(=O)N/N=C(\C)c1cccc(NC(=O)C2CC2)c1	8%	u	2%
COc1cccc(/C=N/Nc2nc(C)cc(=O)[nH]2)c1OC	-4%	-4%	-1%
Cc1ccc2c(c1)N(CC(=O)NCCC1=CCCCC1)C(=O)c1cccnc1O2	-2%	-29%	-16%
COc1ccc([C@H]2CC(=O)C=C(c3ccc(OC(F)(F)F)cc3)C2)cc1OC	x	u	-14%

Entries from the list above that have two or more sulfur atoms (five):
SMILES	N370S GC mod	TDP1 cell CPT	FEN1 inhibitor
CN(C(=O)CN1C(=O)CCSc2ccc(S(=O)(=O)N3CCCC3)cc21)c1ccccc1	-1%	u	-13%&-10%
CCC(C)c1ccc(NC(=S)NCc2cccs2)cc1 (stereo unspecified)	26%	u	-12%
COc1cccc(/C=C2\SC(=S)N(N3CCOCC3)C2=O)c1OC	-1%	3%	-12%
CCC(CC)C(=O)Nc1nnc(SCC(=O)NC2CC2)s1	-22%	0%	0%
O=S(=O)(N1CCCCC1)N1CCN(S(=O)(=O)N2CCCCC2)CC1	1%	14%	-5%

(cont.)
SMILES	N370S GC mod	TDP1 cell CPT	FEN1 inhibitor
NS(=O)(=O)c1ccc(NC(=O)Nc2ccc(Cl)cc2)cc1	10%	-7%	-3%
Cc1ccc(S(=O)(=O)CCC(=O)OCC(=O)NCC(=O)Nc2c(C)cc(C)cc2C)cc1	-6%	u	-3%
N#CCSc1nc2[nH]ncc2c(=O)n1-c1ccccc1Br	5%	u	9%
O=C(C(=O)N1CCN(c2ccc(F)cc2)CC1)c1cn(CC(=O)N2CCOCC2)c2ccccc12	-18%	-8%	7%
CC(C)(C)c1ccc(S(=O)(=O)/N=C2\C=C(NS(=O)(=O)c3ccccc3)C(=O)c3ccccc32)cc1	-3%	21µM*	u
CCOc1ccc2nc(NC(=O)c3ccoc3C)sc2c1	7%[2.35 µM]	9.2µM*	-7%
Cc1ccc(CNCC(=O)Nc2ccc(N3CCOCC3)cc2)cc1	0%	0%	-11%
O=C(CSCc1nc2ccccc2[nH]1)Nc1ccc2ccccc2c1	u	-5%	-2%
CCOC(=O)C1CCN(S(=O)(=O)c2ccc(OC)c(OC)c2)CC1	-3%	-5%	-13%
O=C(Nc1ncn[nH]1)c1ccc(Cl)cc1Cl	-2%	5%	2%
COc1ccc(C2=NS(=O)(=O)N(C)C(C(=O)Nc3ccc(OC)c(OC)c3)=C2)cc1	-18%	u	-31%
O=C(OCC(=O)N1CCN(C(=O)c2ccco2)CC1)c1cn(-c2ccccc2)nc1-c1ccccc1	0%	u	9%
N=c1c(C(=O)NCc2ccc3c(c2)OCO3)cc2c(=O)n3ccccc3nc2n1Cc1cccnc1	-3%	-10%	u
CC1=CC=CC2=NC(=O)CC(C)(C(=O)O)N12 (stereo unspecified)	27%	2%	1%
CCCn1cnc2c(oc3ccccc32)c1=O	-8%	0%	6%
O=C(/C=C/c1ccccc1Cl)c1ccc[nH]1	-12%	u	-8%
CCc1cccc(CC)c1NC(=S)NCc1ccc2[nH]c(C)cc2c1	8%	23µM*	0%
Cc1cccc(NC(=O)c2cc(-c3ccc4c(c3)OCCO4)on2)c1	x	23µM*	7%
CCOC(=O)Cn1nc(C)n(-c2ccc(Br)cc2)c1=O	0%	-11%	22%
CCN(C(=O)CSc1nnnn1-c1ccc(OC)cc1)C1CCS(=O)(=O)C1 (stereo unspecified)	x	5%	19%
COc1ccccc1N1CCN(C(=O)/C=C/c2ccccc2)CC1	8%	u	0%
CCN(CC)c1nc2n(c(=O)n1)CCN2CC	3%	-4%	2%
Cc1ccc(C(=O)Nc2ccc(S(=O)(=O)N3CCc4ccccc4C3)cc2)o1	0%	-4%	-23%
COc1ccc(NC(=O)CNC(=O)Cc2cccc3ccccc23)c(OC)c1	4%	6%	5%
Cn1c(CN2CCOCC2)nnc1SCc1ccccc1	2%	-24%	4%
CC(C)OCCCNC(=O)NC(=O)c1ccc(Cl)cc1	-11%	u	3%
CCN(CC(=O)Nc1ccccc1C(F)(F)F)C(=O)C1CSC2(C)CCC(=O)N12 (stereo unspecified)	1%	3%	-1%
COc1ccc(N2CCN(C(CNC(=O)C(=O)NCc3ccc(C)cc3)c3cccnc3)CC2)cc1 (stereo unspecified)	x	8.2µM*	3%
Cc1ccc(CCNC(=O)C23CN(Cc4ccccc4)CC2C(c2cccc([N+](=O)[O-])c2)=NO3)cc1 (stereo unspecified)	-1%	u	9%
COc1ccc(C2/C(=C(/O)c3ccc4c(c3)CC(C)O4)C(=O)C(=O)N2Cc2ccncc2)cc1 (stereo unspecified)	-26%	30%	-10%
S=C(Nc1cccnc1)N1CCN(c2ccccc2Cl)CC1	-11%	1%	3%
Cc1cc(N2CCN(C)CC2)nc2ccc(NC(=S)N3CCN(c4ccc(Cl)cc4)CC3)cc12	-14%	9.2µM*	2%
N/C(=N\OC(=O)Cc1ccccc1[N+](=O)[O-])c1cccnc1	7%	14%	5%
O=C(COC(=O)c1ccc([N+](=O)[O-])o1)Nc1ccc(F)cc1	x	-22%	u
CC(C)(C)N/N=C/c1cc(Cl)cc([N+](=O)[O-])c1O	6%	u	-9%
CC1CN(C(=O)N2CCCCC2)CCN1C(=O)N1CCCCC1 (stereo unspecified)	-3%	6%	13%
Cc1cccc(NNC(=O)C2CCC2)c1	3%	5%	-3%
CC1=C(C(=O)OCc2ccccc2)C(c2ccccc2-c2ccccc2)NC(=O)N1CCCCCC(=O)O (stereo unspecified)	3%&9%	u	-14%
Cc1ccc(S(=O)(=O)N2CCOCC2)cc1C(=O)OC(C)C(=O)c1ccccc1 (stereo unspecified)	-12%	-58%	-8%
CCOc1cc(NC(=S)NCCCOC)c(OCC)cc1NC(=O)c1ccco1	13%	-14%	2%
C/C(=N\NC(=S)NCc1ccccc1)c1ccc2ccccc2c1	27%	6.5µM*	-1%
CCOc1ccc(NC(=O)COC(=O)C2(C)CC2(Cl)Cl)c([N+](=O)[O-])c1 (stereo unspecified)	u	3%	-16%
Nc1c(C(=O)CCC(=O)O)oc2ccc(Cl)cc12	-1%	3%	1%
Cc1ccc(C2C3=C(CC(C)(C)CC3=O)OC3=C2C(=O)CC(C)(C)C3)cc1	0%	-6%	9%
CC12CCC(=O)N1C(C(=O)NNC(=O)c1ccc(Cl)cc1)CS2 (stereo unspecified)	x	-6%	1%
COC(=O)c1cccc(NC(=O)Cn2cnc3c2c(=O)n(C)c(=O)n3C)c1	2%	u	-14%
O=C(CSc1nnc(CNC(=O)C23CC4CC(CC(C4)C2)C3)n1-c1ccccc1)Nc1ccccc1	7%	u	-1%
COc1ccc(C(N)=O)cc1N	4%	-28%	-10%
COc1ccccc1Nc1nc(N)nc(CN2CCC(C)CC2)n1	5%	3%	1%
CCCc1nnc(NC(=O)CCC(=O)N2CCN(Cc3cc(Cl)ccc3OC)CC2)s1	-25%	-27%	-13%
COc1cc([N+](=O)[O-])cc2sc(NC(=O)C3CC3)nc12	-11%	14%	-12%

A second format for some results above:
| structure | N370S GC mod | TDP1 cell CPT | FEN1 inhibitor |
| --- | --- | --- | --- |
| COC(=O)c1cccc(NC(=O)Cn2cnc3c2c(=O)n(C)c(=O)n3C)c1 | 2% | u | -14% |
| CCCc1nnc(NC(=O)CCC(=O)N2CCN(Cc3cc(Cl)ccc3OC)CC2)s1 | -25% | -27% | -13% |
| COc1ccccc1Nc1nc(N)nc(CN2CCC(C)CC2)n1 | 5% | 3% | 1% |
| COc1cc([N+](=O)[O-])cc2sc(NC(=O)C3CC3)nc12 | -11% | 14% | -12% |
| O=C(CSc1nnc(CNC(=O)C23CC4CC(CC(C4)C2)C3)n1-c1ccccc1)Nc1ccccc1 | 7% | u | -1% |
